# NPY2 pot ag = potentiators or agonists of human neuropeptide Y receptor Y2; AID 1359; cells expressing NPY-Y2, potentiator/agonist read-out; hit rate 0.45% among 220,000; activation, % at 3.6 µM; in the data active means activation above about 27%;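 further: cells stimulated with NPY near EC25 plus isoproterenol at EC100; 0% = vehicle plus submaximal agonist and 100% = vehicle plus saturating agonist; some results beyond the cut were filed as inactive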
# Target sequence (P49146 whole entry, looked up): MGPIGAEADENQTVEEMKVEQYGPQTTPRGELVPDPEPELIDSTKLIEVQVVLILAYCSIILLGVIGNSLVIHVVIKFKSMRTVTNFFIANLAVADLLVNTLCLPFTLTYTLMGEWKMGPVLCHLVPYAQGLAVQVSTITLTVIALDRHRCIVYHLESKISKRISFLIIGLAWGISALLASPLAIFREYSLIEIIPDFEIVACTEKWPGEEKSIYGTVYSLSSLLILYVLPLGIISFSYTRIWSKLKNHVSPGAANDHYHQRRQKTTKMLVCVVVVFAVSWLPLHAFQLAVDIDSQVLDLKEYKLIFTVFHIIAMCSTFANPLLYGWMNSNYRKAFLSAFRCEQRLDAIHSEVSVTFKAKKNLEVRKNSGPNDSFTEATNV
# PERK inhibitor = human PERK inhibition, primary cell-based screen; CHO PERK-DD fusion, SEAP luminescence translation reporter; inhibition, % at 5.6 µM; hit rate 0.17% among 220,000; AID 1416;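 active means inhibition above the mean inhibition of all tested compounds plus 3 SD, set separately per screening campaign, cut at about 2.9% in these data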;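 further: PERK kinase domain activated by AP20187 dimerizer at 100 nM; 0% = DMSO with dimerizer and 100% = rapamycin at 8.4 µM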
# eIF4E-4G inh = eIF4E/eIF4G interaction inhibition in translation initiation. inhibition, % at 21.7 µM. TR-FRET eIF4E-eIF4GI(517-606) binding, 2 h. P63073+Q04637. hit rate 0.37% among 220,000;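 active means inhibition above about 30%, limit read from the data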;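 further: 0% = full FRET control wells and 100% = background wells lacking eIF4GI fragment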
# S1P4 antag = blocks the human S1P4 receptor. inhibition, % at 4.98 µM. O95977. hit rate 0.26% among 220,000. S1P4-expressing cells, antagonist mode, reporter read-out; in the data active means inhibition above about 29%;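 further: 0% = wells stimulated with agonist and 100% = vehicle wells without agonist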
# Mdm2 ligase inh = blocks human Mdm2 ubiquitin ligase activity. AID 1230. hit rate 0.11% among 210,000. cell-based MDM2 ubiquitination luciferase reporter, 2 h; 0 = plate control, 100 = twice control, blank-subtracted. signal enhancement, % at 5 µM;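 active means signal enhancement of 30% or more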;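 further: luminescence tracks abundance of the self-degrading MDM2-luciferase fusion protein; higher signal means inhibition of MDM2 E3 ligase activity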
# Target sequence (Q00987 whole entry, looked up, the tested form may be a part): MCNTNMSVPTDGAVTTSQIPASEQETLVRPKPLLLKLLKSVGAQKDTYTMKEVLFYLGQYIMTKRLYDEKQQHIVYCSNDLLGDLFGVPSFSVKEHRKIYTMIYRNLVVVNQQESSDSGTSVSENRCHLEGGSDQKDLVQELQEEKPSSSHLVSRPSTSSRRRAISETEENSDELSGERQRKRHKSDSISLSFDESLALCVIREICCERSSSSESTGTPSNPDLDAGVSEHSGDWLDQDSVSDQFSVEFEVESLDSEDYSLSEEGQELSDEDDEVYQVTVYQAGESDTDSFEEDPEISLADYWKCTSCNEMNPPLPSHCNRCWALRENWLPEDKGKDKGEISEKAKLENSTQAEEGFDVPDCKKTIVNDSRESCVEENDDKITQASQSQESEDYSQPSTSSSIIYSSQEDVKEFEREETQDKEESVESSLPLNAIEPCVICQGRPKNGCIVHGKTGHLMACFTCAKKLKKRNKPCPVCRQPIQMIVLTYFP
#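 Assay system: stable mammalian line carrying autodegrading MDM2–luciferase fusion reporter; Input: 2000 cells in each well; Compound dosing: single-point 5 µM; Schedule: 2 h compound exposure at 37 °C; Signal: SteadyLite luciferase luminescence after 15 min room-temperature reagent incubation; Evaluation: % luminescence enhancement versus blank-corrected plate control mean; Benchmarks: plate controls and plate blanks.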
# S1P4 agonist = human S1P4 receptor agonism. O95977. S1P4-expressing cell line, agonist reporter assay. activation, % at 4.98 µM. hit rate 0.35% among 220,000. AID 1509; in the data active means activation above about 11%;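 further: 0% = DMSO vehicle and 100% = reference agonist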
# Wee1 degr inh = blocks degradation of human Wee1 kinase | HeLa Luc-Wee1K328M stability, luciferase luminescence; 100% = proteasome inhibitor MG132 effect | reporter increase, % at 5 µM | hit rate 1.2% among 220,000 | AID 1321;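 active means activation above the mean of all tested compounds plus 3 SD, set per screening run, cut at about 8.8% in these data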;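 further: cells exposed to compound for 20 h before luminescence read; 0% = DMSO alone and 100% = MG132 at 30 µM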
# Ba/F3 V617F tox = loss of viability in JAK2V617F-driven Ba/F3 cells; hit rate 1.1% among 220,000; inhibition, % at 5.6 µM; Ba/F3 EpoR-JAK2V617F viability, ATP luminescence;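 active means inhibition above the campaign mean plus 3 SD over all tested compounds, cut at about 24% in these data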;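 further: cytokine-independent growth of Ba/F3 cells driven by EpoR plus mutant JAK2; 0% = DMSO-treated cells and 100% = JAK inhibitor I control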
# BaF3 tox = reduces parental Ba/F3 cell viability, JAK2V617F counter-screen; CellTiter-Glo ATP luminescence; inhibition, % at 5.6 µM; hit rate 1.1% among 220,000; AID 1486;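 active means inhibition above a per-campaign cutoff, the mean inhibition of all tested compounds plus 3 SD, cut at about 27% in these data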;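 further: 0% = DMSO wells and 100% = JAK Inhibitor I control wells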
# * hit, by the source's call; . = no result given; [ ] = remark or other dose.
# The opening three records (preview)
(1) O=C(O)/C=C/C(=O)N1CCN(c2cccc(Cl)c2)CC1
(2) O=C(NCSc1ccncn1)c1ccccc1
(3) Clc1ccc(-c2ccc(CNCC3CCCO3)o2)cc1 (stereo not drawn)

compound no.,1,2,3
NPY2 pot ag,-4,15,-8
PERK inhibitor,1.2,1.0,-1.3
eIF4E-4G inh,-4,7,-3
S1P4 antag,5,-17,-2
Mdm2 ligase inh,-7,-9,-15
S1P4 agonist,0.8,0.3,0.9
Wee1 degr inh,-3,-2,7
Ba/F3 V617F tox,-2,-3,0
BaF3 tox,6,0,6

# Results, from the start:
(1) O=C(O)/C=C/C(=O)N1CCN(c2cccc(Cl)c2)CC1
(2) O=C(NCSc1ccncn1)c1ccccc1
(3) Clc1ccc(-c2ccc(CNCC3CCCO3)o2)cc1 (stereo not drawn)
(4) CCc1ccc(Nc2nnc(SCC(=O)c3ccc4c(c3)NC(=O)CO4)s2)cc1
(5) COc1ccc(C(=O)C2CCCN(Cc3ccc4nonc4c3)C2)c(OC)c1 (stereo not drawn)
(6) Cc1ccc(C2=Nc3ccccc3N=C(C(Cl)Cl)C2)cc1
(7) NC(=O)/C(=C/c1ccco1)NC(=O)c1ccc(Br)o1
(8) COc1cccc(CN(C)CC(=O)NCc2ccccc2Cl)c1OC

compound no.,1,2,3,4,5,6,7,8
NPY2 pot ag,-4,15,-8,13,-1,-3,-5,-6
PERK inhibitor,1.2,1.0,-1.3,0.7,0.0,-0.1,0.9,1.3
eIF4E-4G inh,-4,7,-3,6,0,0,.,0
S1P4 antag,5,-17,-2,0,-7,-1,-21,-5
Mdm2 ligase inh,-7,-9,-15,3,-4,-47,.,21
S1P4 agonist,0.8,0.3,0.9,1.5,1.4,-2.3,0.4,-0.3
Wee1 degr inh,-3,-2,7,0,-2,5,4,-1
Ba/F3 V617F tox,-2,-3,0,0,1,5,-2,1
BaF3 tox,6,0,6,7,7,11,3,8

(9) Cc1ccc(N(C(=O)c2ccccn2)C2(C(=O)NC3CCCC3)CCCCC2)cc1
(10) O=C(NCc1ccccn1)C1COc2ccccc2O1 (stereo not drawn)
(11) NC(=O)CNC(=O)[C@@H]1CC2(CC(c3ccccc3)=NO2)CN1C(=O)c1ccc(Br)cc1 (stereo partly drawn)
(12) CCc1nnc(NCn2nc(C)cc2C)s1
(13) CC(C)=Cc1c(O)nc2ccccn2c1=O
(14) CCC(C)NC(=O)c1ccccc1NC(=O)CN(c1cc(C)ccc1OC)S(C)(=O)=O (stereo not drawn)
(15) OC(CNCc1ccccn1)c1ccccc1 (stereo not drawn)
(16) C#CCOCCOCCOCCNc1nc(N2CCN(C(=O)[C@H]([C@@H](C)CC)n3cc(CCCN=C(N)N)nn3)CC2)nc(N2CCN(C(=O)[C@H]([C@@H](C)CC)n3cc(CCCN=C(N)N)nn3)CC2)n1

compound no.,9,10,11,12,13,14,15,16
NPY2 pot ag,9,13,-1,-3,-2,0,-2,8
PERK inhibitor,-0.1,0.8,-0.3,-1.1,-0.2,1.4,0.3,0.0
eIF4E-4G inh,-2,-4,-4,-2,1,0,-1,2
S1P4 antag,-10,-14,3,-7,-2,3,-19,2
Mdm2 ligase inh,-15,-10,-14,-2,-2,-1,-12,.
S1P4 agonist,0.5,0.1,-1.0,1.5,0.8,7.5,1.0,3.6
Wee1 degr inh,-1,-2,-2,-1,-5,8,0,-4
Ba/F3 V617F tox,-1,1,3,3,4,1,2,-1
BaF3 tox,5,8,6,1,3,6,8,4

# Four of the entries above in order of the PERK inhibitor value, largest number first.
nr	SMILES	NPY2 pot ag	PERK inhibitor	eIF4E-4G inh	S1P4 antag	Mdm2 ligase inh	S1P4 agonist	Wee1 degr inh
14	CCC(C)NC(=O)c1ccccc1NC(=O)CN(c1cc(C)ccc1OC)S(C)(=O)=O (stereo not drawn)	0	1.4	0	3	-1	7.5	8
15	OC(CNCc1ccccn1)c1ccccc1 (stereo not drawn)	-2	0.3	-1	-19	-12	1.0	0
16	C#CCOCCOCCOCCNc1nc(N2CCN(C(=O)[C@H]([C@@H](C)CC)n3cc(CCCN=C(N)N)nn3)CC2)nc(N2CCN(C(=O)[C@H]([C@@H](C)CC)n3cc(CCCN=C(N)N)nn3)CC2)n1	8	0.0	2	2	.	3.6	-4
13	CC(C)=Cc1c(O)nc2ccccn2c1=O	-2	-0.2	1	-2	-2	0.8	-5

# Next section:
(17) NC(N)=NCC(O)CN(c1ccccc1)c1ccccc1 (stereo not drawn)
(18) Cc1ccc(C(c2nnnn2C2CCCCC2)N2CCc3ccccc32)cc1 (stereo not drawn)
(19) CC(C)(C)C(=O)Nc1nc2c(c(=O)[nH]1)CCCC2
(20) O=C(NCCN1CCOCC1)c1ccc(NC(=O)C2COc3ccccc3O2)cc1 (stereo not drawn)
(21) CC(Cc1cccs1)NC(=O)Nc1ccc(Cl)cc1 (stereo not drawn)
(22) CCOC(=O)CNC(=O)c1ccccc1Br
(23) CCCC(=O)NC(=S)Nc1cccc(-c2nc3ncccc3o2)c1
(24) CSc1ccc(CN2CCN(C(=O)c3ccc([N+](=O)[O-])cc3)CC2)cc1

compound no.,17,18,19,20,21,22,23,24
NPY2 pot ag,-28,-9,-3,-1,-13,-1,1,10
PERK inhibitor,0.5,-0.6,-0.5,1.2,0.3,1.9,2.3,1.3
eIF4E-4G inh,1,-2,2,-1,-3,-8,-1,1
S1P4 antag,10,-11,2,-1,5,-10,-9,-17
Mdm2 ligase inh,-6,-20,-8,3,-8,-28,-8,.
S1P4 agonist,-0.5,-0.8,2.0,0.1,0.2,1.8,1.2,-0.2
Wee1 degr inh,1,2,0,0,1,0,2,-1
Ba/F3 V617F tox,6,3,2,2,-1,1,-1,-1
BaF3 tox,10,9,3,7,5,4,79*,3

(25) Cn1c(SCCOc2ccc(Cl)cc2)nnc1-c1ccncc1
(26) COc1ccc(Sc2cnn(-c3ccccc3)c(=O)c2Cl)cc1
(27) CSc1ccccc1NC(=O)CN(C)S(=O)(=O)c1ccc(F)cc1
(28) O=C(NCc1ccc2c(c1)OCO2)C1CC(=O)N(C2CCCC2)C1 (stereo not drawn)
(29) OC(COCc1cccs1)CN1CCN(c2ccccn2)CC1 (stereo not drawn)
(30) N#Cc1c(N2CCCCC2)nc(N)c2c(N)nc3c(c12)CC(CCl)O3 (stereo not drawn)
(31) CCCOc1cccc(C(=O)NC(=S)Nc2cccc(NC(=O)c3ccccc3Cl)c2)c1
(32) CCCNC(=S)NC1CCCC1

compound no.,25,26,27,28,29,30,31,32
NPY2 pot ag,5,-3,-2,-6,3,11,-1,5
PERK inhibitor,-0.6,-0.5,0.1,0.3,0.1,0.0,0.3,0.6
eIF4E-4G inh,-4,-17[fluorescence artefact?],-3[fluorescence artefact?],2,1,1,2,-4
S1P4 antag,-11,-6,4,-19,13,-35,0,1
Mdm2 ligase inh,-7,-22,-10,-3,-11,-6,.,-14
S1P4 agonist,2.2,0.1,-3.1,1.4,0.0,1.4,0.3,1.0
Wee1 degr inh,-1,0,3,-2,-2,0,3,-2
Ba/F3 V617F tox,-1,3,-3,-3,-1,2,-4,-3
BaF3 tox,3,2,2,3,1,9,2,4

(33) Cc1ccc(NS(=O)(=O)c2ccc(NC(=O)C(C)Sc3ccc(Cl)cc3)cc2)c(C)c1 (stereo not drawn)
(34) O=C1c2ccccc2C(Nc2ccc(S(=O)(=O)N3CCOCC3)cc2)N1c1ccccn1 (stereo not drawn)
(35) Cc1ccc(-c2cc(C(=O)Nc3c(C)n(C)n(-c4ccccc4)c3=O)[nH]n2)c(O)c1C
(36) COCCN(CCOC)Cc1c(C)[nH]c2ccccc2c1=O
(37) COc1ccc(NC(=O)Nc2ccc(Br)cn2)cc1
(38) COc1ccc(CCNC(=O)C2CCN(S(=O)(=O)c3cnc[nH]3)CC2)cc1OC
(39) c1ccc(-c2cc3c(N4CCCCC4)ncnc3s2)cc1
(40) Cc1ccc(COC(=O)CCc2nc3ccccc3c(=O)[nH]2)cc1

compound no.,33,34,35,36,37,38,39,40
NPY2 pot ag,13,-13,5,-1,-5,6,-6,-19
PERK inhibitor,0.3,-0.8,-0.8,1.4,0.8,0.6,0.2,0.0
eIF4E-4G inh,5,6,-2,2,-5,7,5,-11
S1P4 antag,-16,-23,-5,-2,-23,-19,-1,-11
Mdm2 ligase inh,1,-7,-2,-18,-14,-6,-11,-8
S1P4 agonist,0.4,2.8,-0.2,1.2,0.6,-0.1,-0.1,0.9
Wee1 degr inh,5,0,-1,-2,0,-2,2,3
Ba/F3 V617F tox,-5,2,-2,0,1,-2,-2,5
BaF3 tox,4,4,-1,4,0,3,-2,7

(41) CCCCCCCC[n+]1cccc(C(=O)N(CC)CC)c1
(42) Cc1cc(C)cc(OCC(=O)N/N=C/c2ccccn2)c1
(43) Cc1ccc(C(C)C)cc1NC(=O)Nc1ccc([N+](=O)[O-])cc1
(44) CC1=CC(=O)C=CC1(C)C(Cl)Cl (stereo not drawn)
(45) Cc1cc(C)cc(OCC(=O)N/N=C/c2ccc([N+](=O)[O-])o2)c1
(46) NC(=O)c1ccccc1NC(=S)NC(=O)c1ccc(Br)o1
(47) O=C(c1ccc(S(=O)(=O)N2CCOCC2)cc1)N1CCN(c2ccccc2F)CC1
(48) CC1CCCC(n2c(=S)[nH]c3ccccc3c2=O)C1C (stereo not drawn)

compound no.,41,42,43,44,45,46,47,48
NPY2 pot ag,1,-11,17,-10,-24,14,4,-3
PERK inhibitor,0.1,1.6,0.3,1.3,1.8,0.3,0.0,0.2
eIF4E-4G inh,0,4,-4,0,17,17,0[fluorescence artefact?],1
S1P4 antag,-8,5,5,-1,6,0,12,1
Mdm2 ligase inh,-6,.,.,6,5,-2,-6,8
S1P4 agonist,1.4,0.8,0.3,-1.0,-1.2,1.5,1.5,0.2
Wee1 degr inh,2,-1,2,2,0,-2,-3,1
Ba/F3 V617F tox,3,-1,4,-5,4,-1,-3,-4
BaF3 tox,6,-4,-8,1,11,4,7,-4

(49) CC(=O)Nc1ccc(NC(=S)NC(=O)c2cc3ccccc3o2)cc1
(50) CCC(C)N=C1SCC(C)(/C=N/O)S1 (stereo not drawn)
(51) CCCn1c(-c2ccc(OC)cc2)nc2c(=O)n(C)c(=O)[nH]c21
(52) O=C(OCCN1C(=O)c2ccccc2C1=O)c1ccccc1
(53) Cc1c(C(=O)NCc2ccc3c(c2)cc(C)n3C)cccc1[N+](=O)[O-]
(54) COc1cc2[nH]c(=S)nc(NCc3cccs3)c2cc1OC
(55) O=C(Nc1ccccc1)c1cnc2ccccc2n1
(56) CCOC(=O)CCC(=O)Nc1ccccc1C(N)=O
(57) COc1ccc(NC(=O)C2C(c3ccccc3)C2(Cl)Cl)cc1 (stereo not drawn)
(58) COc1ccc(CCNC(=S)N2CCC(C(=O)c3ccc(F)cc3)CC2)cc1OC
(59) N=c1n(CCO)c2ccccc2n1CCN1CCCCC1

compound no.,49,50,51,52,53,54,55,56,57,58,59
NPY2 pot ag,0,4,-4,-1,4,-2,-4,-9,0,16,2
PERK inhibitor,0.3,0.4,1.2,-0.3,-0.7,0.1,1.6,1.4,-0.2,0.0,-0.8
eIF4E-4G inh,-8,1,5,1,-5,1,0,0,6,0,0
S1P4 antag,-13,-20,2,-108,6,2,-1,0,-7,-16,-8
Mdm2 ligase inh,-7,-10,-20,18,.,-3,7,-21,-10,-13,-21
S1P4 agonist,1.3,0.3,2.5,0.9,0.0,0.7,-2.8,0.9,0.5,2.0,-0.1
Wee1 degr inh,5,3,-3,-3,1,1,-1,1,-1,0,2
Ba/F3 V617F tox,0,2,2,1,-2,-3,103*,-1,2,-3,3
BaF3 tox,2,3,4,5,5,0,10,4,0,-2,2
